High-throughput results from PubChem.
BoNT A protease – BoNT A light chain protease inhibition. multiplex microsphere protease substrate cleavage, flow cytometry. inhibition, % at 10 µM. 360,000 tested, 0.17% active; note: plate controls were buffer without enzyme for full effect and enzyme alone for no effect
TcdB GH inh – blocks C. difficile toxin B glycohydrolase activity; TcdB glycohydrolase enzymatic assay, plate reader; inhibition, % at 9.99 µM; 350,000 tested, 0.24% active; AID 652162; in the data active = inhibition above about 10%
CCHF vOTU inh – blocks the CCHF virus ovarian tumor domain protease; CCHFV vOTU protease, Pep-AMC fluorescence; inhibition, % at 11.5 µM; 370,000 tested, 0.55% active; AID 651958; in the data active = inhibition above about 30%; note: 0% = vehicle wells with enzyme and 100% = no enzyme wells
FadD28 FP inh – blocks FadD28 binding to the bisubstrate probe | fluorescence polarization | inhibition, % at 12.5 µM | 360,000 tested, 0.22% active | AID 588549; in the data active = inhibition above about 8.5%, passing the limit was not always enough; inconclusive = no clear call, values can overlap the other calls
Y pestis TopoI – Y. pestis Topo-I inhibition via cleavage products | activity, % at 10 µM | 360,000 tested, 0.064% active | AID 504884 | Y. pestis Topo-I cleavage product accumulation, plate reader; in the data active = activity above about 50%, passing the limit was not always enough; inconclusive = no clear call, values can overlap the other calls; note: inactives centre near 2
PfHsp40 rescue – restores yeast growth despite PfHsp40 toxicity; S. cerevisiae expressing PfHsp40, growth rescue, ATP luminescence; 340,000 tested, 0.68% active; growth rescue, % at 12.5 µM; in the data active = growth rescue above about 28%, passing the limit was not always enough; inconclusive = no clear call, values can overlap the other calls;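 note: yeast W303a lacking pdr1 and pdr3 grown in galactose medium; growth measured after three days at 30 °C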
BoNT-F LC inh – inhibitors of Botulinum neurotoxin F light chain protease; Multiplex microsphere protease cleavage assay, flow cytometry; inhibition, % at 10 µM; 360,000 tested, 0.22% active; AID 588497; in the data active = inhibition above about 35%, passing the limit was not always enough; inconclusive = no clear call, values can overlap the other calls; note: plate controls were buffer without enzyme for full effect and enzyme alone for no effect
PrPC surface inh – inhibitors of human cell surface prion protein PrPC | TR-FRET read-out | inhibition, % at 13.8 µM | 370,000 tested, 0.43% active | AID 720596; in the data active = inhibition above about 24%; note: 0% = median of the test wells and 100% = reference compound wells
Anthrax LF prot – blocks Bacillus anthracis lethal factor protease. P15917. multiplex microsphere protease cleavage assay, LF. inhibition, % at 10 µM. 360,000 tested, 0.12% active; note: plate controls were buffer without enzyme for full effect and enzyme alone for no effect
Target sequence (P15917 whole entry, looked up): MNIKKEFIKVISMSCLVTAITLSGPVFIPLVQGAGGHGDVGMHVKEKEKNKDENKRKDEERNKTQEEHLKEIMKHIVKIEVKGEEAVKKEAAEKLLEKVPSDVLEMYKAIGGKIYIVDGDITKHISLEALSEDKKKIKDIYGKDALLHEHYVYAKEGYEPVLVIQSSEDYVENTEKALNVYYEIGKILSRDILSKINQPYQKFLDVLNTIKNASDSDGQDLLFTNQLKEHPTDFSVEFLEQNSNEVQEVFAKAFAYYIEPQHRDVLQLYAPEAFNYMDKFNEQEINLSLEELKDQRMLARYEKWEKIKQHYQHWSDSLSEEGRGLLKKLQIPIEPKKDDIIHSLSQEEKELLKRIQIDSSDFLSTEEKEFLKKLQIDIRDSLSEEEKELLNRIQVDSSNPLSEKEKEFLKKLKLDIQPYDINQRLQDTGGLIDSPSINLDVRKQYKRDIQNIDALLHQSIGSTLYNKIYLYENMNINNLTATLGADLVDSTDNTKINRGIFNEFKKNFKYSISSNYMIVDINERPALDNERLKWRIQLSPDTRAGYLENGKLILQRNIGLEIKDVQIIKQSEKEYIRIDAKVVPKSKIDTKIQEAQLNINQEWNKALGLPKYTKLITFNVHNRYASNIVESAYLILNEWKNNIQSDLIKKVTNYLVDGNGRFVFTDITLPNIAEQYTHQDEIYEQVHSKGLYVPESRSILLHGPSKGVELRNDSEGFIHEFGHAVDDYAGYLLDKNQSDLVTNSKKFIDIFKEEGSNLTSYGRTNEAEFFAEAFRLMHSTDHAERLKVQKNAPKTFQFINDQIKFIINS
* marks the source's active call; other numbers are inactive results; u = inconclusive; x = no result given; & = joins results of further samples. Cut-off read from the data, not from the text of the source, unless noted: active = inhibition above about 30%; inconclusive = no clear call, values can overlap the other calls; inactive = below that.

SMILES	BoNT A protease	TcdB GH inh	CCHF vOTU inh	FadD28 FP inh	Y pestis TopoI	PfHsp40 rescue	BoNT-F LC inh	PrPC surface inh	Anthrax LF prot
COCCCNC(=O)COc1ccc(S(=O)(=O)NCc2ccccc2)cc1Cl	0.5	x	-18	-2.0	11	-0.2	7	-4	6
CSc1cccc(NC(=S)N(CCC(C)C)C(C)c2ccncc2)c1 (stereo not given)	0.6	1.5	3	-3.3	-2	-0.4	-8	10	2
CC(=O)OC[C@@H]1CN(Cc2ccccc2)C[C@H](n2cnc3c(N4CCOCC4)ncnc32)O1	-0.2	0.7	-10	-3.1	14	x	0	-5	0
COc1cc(OC)cc(C(=O)Nc2ccc(S(=O)(=O)Nc3ccccn3)cc2)c1	-0.3	0.3	-10	-4.6	15	-0.5	-3	3	-6
CCOc1ccc2cc(S(=O)(=O)n3ccnc3C)ccc2c1	-0.5	x	-4	-2.3	3	-1.7	-4	-3	0
O=C(NCCc1c[nH]c2ccccc12)c1cc(Cl)c2c(c1)OCO2	-0.2	-1.5	5	6.0	-6	0.2	-2	2	2
Cc1ccc(C)c(NC(=S)NCCN(C2CCCCC2)C2CCCC2)c1	-0.2	1.1	-1	-3.2	1	-1.0	-10	-1	-5
Nc1c(C(=O)c2ccc(Br)cc2)oc2ccccc12	0.3	0.1	-3	-1.9	12	0.0	1	-3	-3
O=C(COC(=O)c1ccc(Cl)nc1)Nc1ccc2c(c1)OCO2	-0.1	x	-20	-0.4	2	-1.5	0	-1	-2
O=C(Nc1cccc(Br)c1)c1cc2ccccc2o1	-1.4	7.1	-4	-9.2	-4	u	-21	0	-4
Cc1nc(N2CCOCC2)sc1C(=O)NN	0.4	-11	9	-3.3	-12	-2.1	-2	-4	-4
O=C(CC(=O)Nc1cc(Cl)ccc1Cl)Nc1cc(Cl)ccc1Cl	-1.8	-1.6	17	x	-13	0.7	18	12	-14
Cc1cccc(N(CC(=O)NC2CCCC2)C(=O)CS(=O)CC(=O)Nc2ccc3c(c2)OCO3)c1C (stereo not given)	0.6	x	16	-2.8	13	-0.2	5	6	-4
O=C(NCCN1C(=O)S/C(=C\c2ccc(Cl)c(Cl)c2)C1=O)c1cnccn1	1.3	x	-14	-2.1	4	-0.5	-11	-1	-1
CC(=O)N1CCN(c2ccc(NC(=O)c3ccc(C(C)(C)C)cc3)cc2)CC1	-0.1	1.2	6	u	25	2.2	-18	4	-10
COc1ccc(-c2cc(C)no2)cc1S(=O)(=O)N1CCOc2ccc(Cl)cc21	-1.8	-1.7	2	-4.4	2	-0.9	-5	5	2
O=C(N/N=C/c1ccccn1)c1ccc2nc[nH]c2c1	-0.9	1.0	1	-1.0	8	-1.4	-15	-2	-10
CCN1CCN(CCCNC(=O)c2ccccc2NC(=O)C2=C(C)OCCS2)CC1	-1.2	-0.2	-7	-1.9	4	-0.8	6	4	0
COC(=O)c1ccc(/C=N/OCC(=O)NC2CCCC(C)C2C)cc1 (stereo not given)	-0.9	x	5	-1.2	-7	0.5	-35	-5	-3
CC[N+](C)(C)Cc1ccccc1Br	0.9	2.4	1	-0.3	8	1.2	13	3	-8
COc1ccc(C2C(C#N)=C(SCC(=O)Nc3ccc(C)cc3)NC3=C2C(=O)CC(C)(C)C3)cc1 (stereo not given)	0.6	x	10	0.3	2	0.4	-9	-4	-9
CCN(C(=O)CSc1nnc(-c2ccccc2Cl)n1N)c1c(N)n(Cc2ccccc2)c(=O)[nH]c1=O	-0.8	-0.1	-1	-1.2	4	-0.5	-18	1	-12
O=C(NCCCN1CCOCC1)C(=O)NCCc1ccccc1	-1.1	0.4	8	0.7	2	-1.7	2	5	3
Cc1ccccc1-n1cc[nH]c1=S	-0.5	1.2	-15	0.3	2	1.0	2	2	-4
C[C@H]1C=C(C(=O)NCc2ccccc2)O[C@@H](OCc2ccc(CO)cc2)C1	-0.6	1.0	9	-1.2	14	-0.7	-4	4	-2
CC(Sc1nnnn1C)C(=O)Nc1nc(-c2ccc(F)c(F)c2)cs1 (stereo not given)	-3.9	1.0	3	-3.2	18	-1.4	-10	5	2
CCC(C(=O)NC1CCCC1)N(Cc1ccco1)C(=O)CNS(=O)(=O)c1ccccc1 (stereo not given)	0.9	1.2	1	-4.5	0	2.7	9	5	-2
CC1CC1C(=O)N(C)CC(=O)Nc1cccc(F)c1 (stereo not given)	-1.1	-1.4	-9	0.2	6	0.5	-6	0	-3
NC(c1csc(Nc2ccc(C(=O)NCCCO)cn2)n1)C1CCCCC1 (stereo not given)	0.0	-0.9	6	-0.5	-1	x	-12	-7	-4
C[C@@H]1CN([C@H](C)CO)C(=O)CCCn2nncc2CO[C@H]1CN(C)C(=O)Nc1cccc2ccccc12	-0.2	1.7&0.9	-11	-4.3	1	x	2	9	-6
CSc1ccccc1NC(=O)CN1CCN(Cc2ccccc2)CC1	0.7	x	x	-5.6	31	2.0	2	x	-1
CSCCC(NS(=O)(=O)c1ccccc1)C(=O)OCc1nc2ccsc2c(=O)[nH]1 (stereo not given)	-3.9	1.7	-2	-0.6	-3	-0.4	-3	-2	5
CCn1cc(CN2CCCC(C(=O)Nc3cccc(-n4cccn4)c3)C2)c(C)n1 (stereo not given)	0.6	0.4	11	-1.1	-2	-0.2	1	-6	1
COCCn1c(CN2CCN(C(c3ccccc3)c3ccccc3)CC2)nc2c1c(=O)n(C)c(=O)n2C	-1.4	-1.2	-15	-2.0	7	-0.9	16	3	-3
O=C(CCc1nnc2ccc(N3CCC4(CC3)OCCO4)nn12)Nc1cc(F)ccc1F	2.3	-0.3	10	-1.2	2	-1.7	0	-1	1
C[C@@]12C(=O)N(c3ccc(Br)cc3)C(=O)N1[C@@H]1c3ccccc3OC[C@@H]1[C@H]2c1ccccc1	0.2	0.9	-3	-4.3	12	0.9	0	10	-10
CC(C)(C)c1ccc(C(=O)N2CCC2(C)C(=O)Nc2ccc3nc[nH]c3c2)cc1 (stereo not given)	0.0	x	x	-1.6	3	x	-6	x	-6
O=C(c1ccco1)N1CCN(c2ncnc3scc(-c4ccc(Cl)cc4)c23)CC1	-0.1	0.9	-4	-2.8	28	x	2	-2	-7
CC(=O)Nc1cc(OC(C)=O)c2nonc2c1OC(C)=O	0.2	x	101*	-0.6	-10	-0.4	-8	17	1
COc1ccc(-n2c(=O)c3ccccc3n(Cc3ccc(F)cc3)c2=O)cc1OC	0.4	x	0	-3.2	-3	-0.7	3	2	-2

Three structures out of the list, ordered by molar mass, smallest number first:
SMILES	BoNT A protease	TcdB GH inh	CCHF vOTU inh	FadD28 FP inh	Y pestis TopoI	PfHsp40 rescue	BoNT-F LC inh	PrPC surface inh	Anthrax LF prot
CC(=O)Nc1cc(OC(C)=O)c2nonc2c1OC(C)=O	0.2	x	101*	-0.6	-10	-0.4	-8	17	1
CCn1cc(CN2CCCC(C(=O)Nc3cccc(-n4cccn4)c3)C2)c(C)n1 (stereo not given)	0.6	0.4	11	-1.1	-2	-0.2	1	-6	1
O=C(CCc1nnc2ccc(N3CCC4(CC3)OCCO4)nn12)Nc1cc(F)ccc1F	2.3	-0.3	10	-1.2	2	-1.7	0	-1	1

Further compounds:
SMILES	BoNT A protease	TcdB GH inh	CCHF vOTU inh	FadD28 FP inh	Y pestis TopoI	PfHsp40 rescue	BoNT-F LC inh	PrPC surface inh	Anthrax LF prot
OC(c1ccc(-c2ccccc2)cc1)c1ncc(-c2ccccc2)[nH]1 (stereo not given)	-0.3	-0.4	20	-0.4	2	x	-4	5	2
CCOC(=O)CNc1nc(Cl)nc(N2CCCCC2)n1	u	0.8	-4	-1.5	-3	-1.5	u	1	19
O=C(Nc1ccc(N2CCOCC2)cc1)Nc1ccc(Cl)c(Cl)c1	-4.2	x	-7	3.0	-4	-0.3	-8	5	-8
O=C(N/N=C/c1cc2c(cc1Cl)OCO2)c1ccncc1	-0.7	x	-3	-1.4	-4	0.4	-12	-3	-1
CCOc1ccc(NC(=O)C(=O)N/N=C/c2cccnc2)cc1	-0.1	0.6	-4	-2.6	-5	1.3	5	7	-4
COc1ccc(/C=N/NC(=O)C(=O)N2CCN(c3ccccc3OC)CC2)cc1	-1.1	x	5	-3.5	6	-0.8	0	8	-2
CC1CCCCN1CCNC(=O)CN1C(=O)CSc2ccc(S(=O)(=O)N3CCCCC3)cc21 (stereo not given)	3.4	1.3	7	-4.0	3	1.1	4	-3	1
COC(=O)c1cnn2c(C(F)(F)F)cc(-c3ccc(F)cc3)nc12	0.2	x	-3	-3.6	3	-0.9	4	5	-6
COC(=O)C(CC(C)C)N(Cc1cc(OC)cc(OC)c1)S(=O)(=O)c1ccccc1Br (stereo not given)	-0.4	0.8	5	-4.7	37	13	0	2	0
CC(C)(C)C1CCC2(CC1)C(C#N)=C(SCC(=O)NC1CCCCC1)NC(=O)C2C#N (stereo not given)	-0.6	x	-6	3.6	1	6.8	0	-1	-2
Cn1c(Cn2c(=O)sc3ccccc32)nnc1SCC(=O)N1CCCCCC1	-0.6	-0.5	-1	-1.7	7	-0.2	-10	1	-1
O=C(CCCOc1ccc(Cl)cc1Cl)N1CCC2(CC1)OCCO2	-0.3	x	-16	-3.0	20	-0.2	-6	-1	-4
FC(F)(F)c1cc(-c2ccc(Cl)cc2)nc(NCc2cccnc2)n1	-0.2	3.4	-12	1.1	7	4.1	-1	-3	-1
Cc1ccc(CNS(=O)(=O)c2ccc(Br)s2)cc1	1.6	6.5	4	-6.5	13	4.2	18	2	-16
COc1ccc(NC(=O)CN2C(=O)CC(C)(C)S(=O)(=O)c3ccccc32)cc1	0.3	0.8	7	-0.4	7	-0.6	-3	-2	0
COCCOc1ccc(C(F)(F)F)cc1NC(=O)COC(=O)C12CC3CC(CC(O)(C3)C1)C2	2.6	1.1	7	-0.1	11	0.8	-2	-5	-1
CCNc1nc(NC(C)C)nc(N(C#N)CC(=O)OC)n1	-0.5	1.9	-5	-2.5	-7	-0.5	-1	-4	4
O=C1CCC([N+](=O)[O-])C(c2cccc3ccccc23)N1 (stereo not given)	-2.0	0.9	-13	-3.8	0	-0.7	-13	-8	-5
Cc1oc(-c2ccccc2F)nc1CN1CCC(C(=O)NCc2cccs2)CC1	0.8	x	-1	-1.0	4	-0.1	0	-13	-2
O=C(NCc1ccc2c(c1)OCO2)c1ccc2c(c1)C(=O)N(CC1CCCO1)C2=O (stereo not given)	-0.6	x	7	-0.4	5	-0.1	10	-2	0
CSc1ccccc1NC(=O)CN(C)CC(=O)Nc1ccc(N2CCOCC2)cc1	-0.5	0.3	-12	-2.2	7	-1.8	-4	4	-1
O=C(NCCN1CCOCC1)c1cccc(S(=O)(=O)Nc2ccc(Br)cc2)c1	1.8	2.4	-8	-1.9	-2	-0.4	7	-2	4
COc1ccccc1C(=O)Nc1ccnn1C1CCN(Cc2cc(C)c(C)cc2C)CC1	2.1	1.4	9	1.0	24	1.5	4	-7	3
Cc1nn(CCCC(=O)N2CCc3ccccc3C2)c(=O)c2cc3sccc3n12	0.1	-0.3	6	-1.2	14	1.0	-16	-2	-5
O=C(Nc1ccccc1)c1ccc2c(c1)OCCCO2	2.5	-1.2	6	-2.6	-7	-2.7	4	6	-3
CC(OC(=O)c1cc(=O)[nH]c2ccccc12)C(=O)Nc1ccc(Cl)cn1 (stereo not given)	4.1	-1.0	21	x	3	-2.0	1	1	1
COc1ccc(CCC(=O)Nc2nnc(C(C)(C)C)s2)cc1	-0.4	0.1	-10	-1.8	-10	-0.7	u	6	-16
O=c1ccc2ccc(OCc3nnc(-c4ccccc4Br)o3)cc2o1	0.7	x	-4	-3.3	-4	0.3	2	-1	1
Cc1ccc(OCC(=O)N(Cc2ccccc2)c2ccccn2)cc1	-0.8	3.0	-7	-0.4	5	-1.3	-9	8	-2
COc1c(C(C)C)cc(NC(C)=O)cc1C(C)C	-0.1	x	7	-3.4	-3	-1.7	7	7	0
Oc1c(Br)cc(Br)cc1/C=N/n1c(-c2ccccc2)n[nH]c1=S	0.2	1.4	-4	1.9	1	-0.3	u	-8	1

A stretch from further up, for reference:
SMILES	BoNT A protease	TcdB GH inh	CCHF vOTU inh	FadD28 FP inh	Y pestis TopoI	PfHsp40 rescue	BoNT-F LC inh	PrPC surface inh	Anthrax LF prot
COc1c(C(C)C)cc(NC(C)=O)cc1C(C)C	-0.1	x	7	-3.4	-3	-1.7	7	7	0
Oc1c(Br)cc(Br)cc1/C=N/n1c(-c2ccccc2)n[nH]c1=S	0.2	1.4	-4	1.9	1	-0.3	u	-8	1
